L3MBTL1 block = blocks human L3MBTL1. Q9Y468. AlphaScreen L3MBTL1–H3K9me1 peptide binding. Potency, µM (series often up to 57.1 µM), for inactives: top-dose activity, negative = inhibition, most hits filed as inhibitors. 230,000 compounds, 0.66% hits; note: nearly all actives have a fitted effect of over 60% in size
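Displacement of a biotinylated histone H3(1-15) peptide monomethylated at Lys9 (75 nM) from L3MBTL1 (50 nM) was measured by AlphaScreen after a 30 min room-temperature compound incubation; cefsulodin titration served as intraplate control.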
JMJD2E inh = blocks human JMJD2E demethylase activity | JMJD2E catalytic domain, FDH-coupled NADH fluorescence (FDH is formaldehyde dehydrogenase) | Potency, µM (top dose mostly 57.1 µM), inactives show at the top dose activity change, negative = inhibition, most hits filed as inhibitors | B2RXH2 | 230,000 compounds, 1.6% hits; active = well fitted inhibition curve with a large enough effect, not every such curve was filed as active; inconclusive = small, poorly fitted or top-dose-only effect, or another doubt; inactive = no such curve, though single readings can be large or run the other way;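 note: 0% = wells with enzyme and -100% = buffer wells without enzyme; nearly all actives have a fitted effect of over 50% in size; many of its hits are not listed in these tables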
Tau FP inhib = blocks human tau fibril formation measured by polarization. P10636. K18 P301L tau heparin fibrillization, Alexa594 FP, 6 h. Potency, µM (doses to about 57.7 µM), inactives show at the top dose activity, negative = inhibition, hits mostly inhibitors. 280,000 compounds, 0.39% hits; note: nearly all actives have a fitted effect of over 55% in size
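Recombinant K18 P301L […], labeled with Alexa 594 at 0.24 uM over 15 uM unlabeled; heparin inducer 20 uM final; 37 C, 6 hr; FP endpoint.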
RGS12 GoLoco inh = RGS12 GoLoco-Gai1 interaction inhibition | 230,000 compounds, 0.44% hits | P63096 | Gai1:RGS12 GoLoco peptide FP, rhodamine, 10 min | Potency, µM (series often up to 61.6 µM), for inactives: top-dose activity, negative = inhibition, most hits filed as inhibitors | AID 880; active = well fitted inhibition curve with a large enough effect, not every such curve was filed as active; inactive = no such curve, though single readings can be large or run the other way; note: nearly all actives have a fitted effect of over 30% in size; many of its hits are not listed in these tables
Target sequence (P63096 whole entry, looked up): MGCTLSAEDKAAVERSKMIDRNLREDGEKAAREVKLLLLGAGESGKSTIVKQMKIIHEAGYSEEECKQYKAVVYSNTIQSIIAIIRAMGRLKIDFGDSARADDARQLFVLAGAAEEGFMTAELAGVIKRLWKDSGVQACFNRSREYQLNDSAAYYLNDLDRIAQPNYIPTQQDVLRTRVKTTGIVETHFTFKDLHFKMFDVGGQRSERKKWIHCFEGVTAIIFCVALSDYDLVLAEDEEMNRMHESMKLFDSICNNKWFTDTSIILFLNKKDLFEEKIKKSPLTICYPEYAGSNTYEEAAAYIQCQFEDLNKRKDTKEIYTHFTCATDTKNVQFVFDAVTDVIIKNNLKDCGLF
TexasRed fluor = counter-screen for TRb-SRC2 inhibitors: fluorescence interference; TRb/SRC2 Texas Red total fluorescence interference; Potency, µM (titrated, usually from 106 µM), for inactives: at the top dose fluorescence change, negative = quenching; 280,000 compounds, 0.29% hits; AID 1479; active = well fitted curve in either direction with a large enough effect; inconclusive = small, poorly fitted or top-dose-only effect
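Human TRβ ligand-binding domain (0.6 uM) and Texas Red SRC2 peptide (20 nM) in Tris buffer with 1 uM T3 and 5% DMSO were incubated with pinned compound for 5 hr at ambient temperature. Total fluorescence was computed as S + 2P (555/632 nm).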
RECQ1 helicase = blocks DNA unwinding by human RECQ1; P46063; RECQ1 DNA unwinding, red fluorescence kinetic read; Potency, µM (doses to about 57.3 µM), for inactives: top-dose activity, negative = inhibition, most hits filed as inhibitors; 240,000 compounds, 0.54% hits;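 note: plate controls were vehicle for no effect and no enzyme for full effect; nearly all actives have a fitted effect of over 30% in size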
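RECQ1T1 50 nM; forked duplex (20 bp + 30-nt ss tails) 200 nM, ATP 2 mM final; pH 8.0, 2 mM MgCl2, 2.5 ug/ml poly(dI-dC); 15 min compound preincubation; discontinuous kinetic read over 2 h at RT.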
Tau ThT inhib = tau fibrillization inhibition (ThT binding) | 270,000 compounds, 2.1% hits | recombinant tau K18 P301L (four-repeat tau fragment), heparin-induced fibrillization, ThT fluorescence | P10636 | Potency, µM (highest dose often 57.4 µM), without a hit: top-dose activity, negative = inhibition, usual class: inhibitors | AID 1460; note: nearly all actives have a fitted effect of over 55% in size
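Aggregation was driven by heparin (20 uM final) acting on recombinant tau […] bearing P301L in 100 mM sodium acetate pH 7; fibrils were detected with Thioflavin T.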
TRb-SRC2 inh = inhibitors of human thyroid hormone receptor beta-SRC2 interaction | TRbeta-SRC2 peptide binding, fluorescence polarization; receptor liganded with 1 µM T3 | 280,000 compounds, 0.065% hits | Potency, µM (series often up to 106 µM), for inactives: at the top dose activity change, negative = inhibition, hits mostly inhibitors;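 note: plate controls were bound peptide for no effect and peptide without receptor for full effect; nearly all actives have a fitted effect of over 50% in size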
Target sequence (P10828 whole entry, looked up): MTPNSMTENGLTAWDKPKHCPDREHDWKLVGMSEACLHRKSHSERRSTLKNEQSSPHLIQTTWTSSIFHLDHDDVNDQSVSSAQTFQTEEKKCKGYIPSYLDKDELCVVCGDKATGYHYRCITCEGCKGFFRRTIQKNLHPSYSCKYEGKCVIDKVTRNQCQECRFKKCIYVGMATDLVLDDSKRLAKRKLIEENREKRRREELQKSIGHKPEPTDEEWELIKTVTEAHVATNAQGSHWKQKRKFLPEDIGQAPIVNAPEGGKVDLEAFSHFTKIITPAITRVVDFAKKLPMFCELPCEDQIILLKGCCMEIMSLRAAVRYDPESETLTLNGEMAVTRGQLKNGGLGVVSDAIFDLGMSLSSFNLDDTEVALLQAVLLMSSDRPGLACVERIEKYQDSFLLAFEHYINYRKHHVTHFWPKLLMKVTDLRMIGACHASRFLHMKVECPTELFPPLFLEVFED
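Fluorescence polarization of 20 nM Texas Red SRC2 peptide with 0.6 uM human TRb ligand-binding domain, in Tris buffer with 1uM T3 and 5% DMSO. Incubated 5 hr ambient; normalized to unbound and bound controls.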
* = called active by the depositor; i = inactive; ? = inconclusive; / = not tested or not shown; [ ] = remark or other dose. Unless noted, calls come from the whole dose curve; as a rule, active = well fitted curve in the direction sought with a large enough effect; inconclusive = small, poorly fitted or top-dose-only effect, or another doubt; inactive = no such curve, though single readings can be large; an effect the other way counts as inactive or inconclusive. Unless noted, % is set by controls: 0 for no effect and ±100 for the full control effect; potency is the fitted concentration of half-maximal effect. A portion of the library; the hit share may differ from the screen's.

SMILES	L3MBTL1 block	JMJD2E inh	Tau FP inhib	RGS12 GoLoco inh	TexasRed fluor	RECQ1 helicase	Tau ThT inhib	TRb-SRC2 inh
CCCC(=O)N1CCN(c2ccc(NC(=O)c3ccc([N+](=O)[O-])o3)cc2Cl)CC1	16.1%	-9.4%	?	8.8%	-3.3%	i	12.6µM*	-3.9%
COC(=O)c1ccccc1NC(=O)NCc1ccccn1	-4.6%	?	4.2%	8.2%	1.3%	0.0%	-6.8%	-10.2%
CN(C)c1ccc(C(=O)OCc2ccc(Br)cc2)cc1	/	?	1.8%	7.9%	0.2%	i	?	-9.1%
Cc1ccc(C)n1-c1nnc(N2CCCC(C(=O)Nc3ccccc3Br)C2)s1 (centres undefined)	/	/	-7.7%	/	-0.6%	/	?	6.3%
CCOC(=O)N1CCN(C(=O)CSc2nc3c(c(=O)n2-c2ccccc2OC)SCC3)CC1	-8.1%	5.9%	1.9%	24.3%	-0.9%	-1.9%	-3.5%	-2.9%
CC(C)(C)NC(=O)c1ccc(NC(=O)C2COc3ccccc3O2)cc1 (centres undefined)	/	-1.4%	4.1%	4.3%	-4.8%	-0.1%	-20.4%	-4.9%
O=S(CC(O)COCc1ccc(Cl)cc1)c1ccccn1 (centres undefined)	-19.0%[11.4 µM]	-4.5%	0.0%	5.4%	-0.9%	-1.0%	-7.9%	-15.6%
CCOC(=O)c1cccc(NC(=O)CCS(=O)(=O)c2cccc3nsnc23)c1	/	?	-7.6%	32.8%[activator]	-3.3%	6.0%	?	-0.5%
CCOC(=O)CCc1c(C)nc(-n2[nH]c(C)c(CCO)c2=O)[nH]c1=O	/	-19.9%	-6.3%	-0.8%	-4.4%	-6.5%	?	-0.3%
COc1ccccc1CNC(=O)CCS(=O)(=O)c1cccc2nonc12	/	2.3%	-1.6%	-7.9%	-2.5%	-3.8%	-0.8%	7.3%
COc1ccc(-n2ccnc(NCc3ccc(Cl)cc3)c2=O)cc1	/	/	-7.0%	/	-0.2%	/	-16.6%	3.2%
COc1cc2[nH]c(=O)n(Cc3ccc(C(=O)NCCCN4CCN(C)CC4)cc3)c(=O)c2cc1OC	/	?	-4.1%	10.2%	-1.9%	-9.0%	-18.2%	-7.6%
O=C(CN1CCN(Cc2ccc3c(c2)OCO3)CC1)N1CCc2[nH]c3ccccc3c2C1	-27.8%	-4.6%	11.6%	-15.4%	-0.2%	2.9%	-15.5%	-2.4%
CCOc1ncccc1C(=O)OCc1ccc([N+](=O)[O-])cc1	?	-5.9%	-0.2%	0.2%	-1.2%	i	-2.3%	-0.1%
COc1ccc(N2CCN(C(CNS(C)(=O)=O)c3ccco3)CC2)cc1 (centres undefined)	-17.4%	-13.1%	0.9%	-2.3%	-0.4%	0.5%	-0.7%	-0.6%

In a second layout: results already given
smiles | L3MBTL1 block | JMJD2E inh | Tau FP inhib | RGS12 GoLoco inh | TexasRed fluor | RECQ1 helicase | Tau ThT inhib | TRb-SRC2 inh
CCCC(=O)N1CCN(c2ccc(NC(=O)c3ccc([N+](=O)[O-])o3)cc2Cl)CC1 | 16.1% | -9.4% | ? | 8.8% | -3.3% | i | 12.6µM* | -3.9%
COC(=O)c1ccccc1NC(=O)NCc1ccccn1 | -4.6% | ? | 4.2% | 8.2% | 1.3% | 0.0% | -6.8% | -10.2%
CN(C)c1ccc(C(=O)OCc2ccc(Br)cc2)cc1 | / | ? | 1.8% | 7.9% | 0.2% | i | ? | -9.1%
Cc1ccc(C)n1-c1nnc(N2CCCC(C(=O)Nc3ccccc3Br)C2)s1 (centres undefined) | / | / | -7.7% | / | -0.6% | / | ? | 6.3%
CCOC(=O)N1CCN(C(=O)CSc2nc3c(c(=O)n2-c2ccccc2OC)SCC3)CC1 | -8.1% | 5.9% | 1.9% | 24.3% | -0.9% | -1.9% | -3.5% | -2.9%
CC(C)(C)NC(=O)c1ccc(NC(=O)C2COc3ccccc3O2)cc1 (centres undefined) | / | -1.4% | 4.1% | 4.3% | -4.8% | -0.1% | -20.4% | -4.9%
O=S(CC(O)COCc1ccc(Cl)cc1)c1ccccn1 (centres undefined) | -19.0%[11.4 µM] | -4.5% | 0.0% | 5.4% | -0.9% | -1.0% | -7.9% | -15.6%
CCOC(=O)c1cccc(NC(=O)CCS(=O)(=O)c2cccc3nsnc23)c1 | / | ? | -7.6% | 32.8%[activator] | -3.3% | 6.0% | ? | -0.5%
CCOC(=O)CCc1c(C)nc(-n2[nH]c(C)c(CCO)c2=O)[nH]c1=O | / | -19.9% | -6.3% | -0.8% | -4.4% | -6.5% | ? | -0.3%
COc1ccccc1CNC(=O)CCS(=O)(=O)c1cccc2nonc12 | / | 2.3% | -1.6% | -7.9% | -2.5% | -3.8% | -0.8% | 7.3%
COc1ccc(-n2ccnc(NCc3ccc(Cl)cc3)c2=O)cc1 | / | / | -7.0% | / | -0.2% | / | -16.6% | 3.2%
COc1cc2[nH]c(=O)n(Cc3ccc(C(=O)NCCCN4CCN(C)CC4)cc3)c(=O)c2cc1OC | / | ? | -4.1% | 10.2% | -1.9% | -9.0% | -18.2% | -7.6%
O=C(CN1CCN(Cc2ccc3c(c2)OCO3)CC1)N1CCc2[nH]c3ccccc3c2C1 | -27.8% | -4.6% | 11.6% | -15.4% | -0.2% | 2.9% | -15.5% | -2.4%
CCOc1ncccc1C(=O)OCc1ccc([N+](=O)[O-])cc1 | ? | -5.9% | -0.2% | 0.2% | -1.2% | i | -2.3% | -0.1%
COc1ccc(N2CCN(C(CNS(C)(=O)=O)c3ccco3)CC2)cc1 (centres undefined) | -17.4% | -13.1% | 0.9% | -2.3% | -0.4% | 0.5% | -0.7% | -0.6%

Additional records:
SMILES	L3MBTL1 block	JMJD2E inh	Tau FP inhib	RGS12 GoLoco inh	TexasRed fluor	RECQ1 helicase	Tau ThT inhib	TRb-SRC2 inh
Cc1ccc(S(=O)(=O)N(C)CC(=O)N2CCc3ccccc32)cc1	0.8%	6.9%	1.6%	5.7%	1.0%	-5.5%	-13.2%	-3.1%
CCOC(=O)c1cnn(-c2nc(CC)nc3sc4c(c23)CCC4)c1N	3.1%	6.5%	2.3%	16.1%	-1.9%	i	-10.2%	0.2%
CC(C)(C)C1(O)CC(C(F)(F)F)=NN1C(=O)CCCc1ccccc1 (centres undefined)	16.5%	-15.4%	-1.5%	-0.6%	-1.1%	i	0.0%	-6.4%
Cc1cc(-c2csc(N)n2)c(C)n1Cc1ccco1	/	-2.5%	-13.4%	75.4%[activator]	4.0%	-3.9%	15.8µM*	-0.3%
CC(C)c1nnc(NC(=O)CCC(=O)N2CCN(C3CCCCC3)CC2)s1	34.1%[activator]	3.7%	-6.0%	-12.0%	2.5%	i	4.0%	-16.1%
Cc1c(NC(=O)CCN2C(=O)c3ccccc3C2=O)c(=O)n(-c2ccccc2)n1C	31.5%	-5.1%	-11.9%	-11.8%	-1.3%	-3.4%	-7.1%	-22.0%
Cc1ccc(/C=C/C(=O)c2ccc(O)cc2)cc1	-6.5%	-2.5%	-2.2%	-3.2%	-2.9%	-6.2%	?	1.7%
O=C(N/N=C/c1cn[nH]c1-c1ccccc1)c1ccco1	-4.6%	-28.9%	6.5%	18.9%	-3.9%	i	-5.8%	-3.8%
COC(=O)c1scc(C)c1NC(=O)/C=C/C(=O)O	5.4%	-1.6%	3.4%	-38.2%	-4.4%	-0.4%	?	0.8%
COc1ccc(CNc2oc(-c3ccc(COc4ccc(OC)cc4)o3)nc2C#N)cc1	/	/	8.9%	/	5.5%	/	-9.7%	-7.2%
Cc1ccccc1NC(=O)N1CCC(CN2CCCC2)CC1	/	/	-4.0%	/	5.9%	/	-6.9%	3.7%

A portion from the list above, as a working copy:
SMILES	L3MBTL1 block	JMJD2E inh	Tau FP inhib	RGS12 GoLoco inh	TexasRed fluor	RECQ1 helicase	Tau ThT inhib	TRb-SRC2 inh
Cc1ccc(S(=O)(=O)N(C)CC(=O)N2CCc3ccccc32)cc1	0.8%	6.9%	1.6%	5.7%	1.0%	-5.5%	-13.2%	-3.1%
CCOC(=O)c1cnn(-c2nc(CC)nc3sc4c(c23)CCC4)c1N	3.1%	6.5%	2.3%	16.1%	-1.9%	i	-10.2%	0.2%
